Screening results from PubChem BioAssay.
HepG2 tox: qHTS for Inhibitors of TGF-b: Cytotox Counterscreen; Potency, µM (titrated, usually from 46.1 µM), for the others: at the highest dose activity change, negative = cytotoxicity, hits mostly cytotoxic; HepG2 CAGA-GFP viability, ATP luminescence, 18 h; 410,000 compounds, 0.76% hits; also: potency is read from the fitted curve at half-maximal effect; some results filed as inactive show a strong effect at the top dose
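CellTiter-Glo luminescence gave cytotoxicity after 18 hours at 37 degrees C. The cells were HepG2 CAGA-GFP in 1% FBS DMEM, stimulated with 500 pg/mL TGF-beta after compound addition. %Activity was normalised to no-cell wells (complete cell-killing) and DMSO (no toxicity), and curves were fitted and classified.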
Nrf2 block: Nrf2 qHTS screen for inhibitors; A549 ARE-Fluc reporter, luciferase luminescence, 18-24 h; Potency, µM (highest dose often 46 µM), without a hit: top-dose activity change, negative = inhibition, hits mostly inhibitors; 360,000 compounds, 2.1% hits; also: potency is read from the fitted curve at half-maximal effect; % is scaled to controls: 0 for no effect and ±100 for the full control effect; nearly all actives have a fitted effect of over 60% in size
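Reporter: ARE-Fluc in A549. Exposure: 18-24 h, 37 °C, 5% CO2, 5% FBS OPTI-MEM. Readouts: fluorescent cytotoxicity (CellTiter-Fluor), then luminescent Nrf2 signal after BugLite.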
CCT modulator: High-Throughput Screening for Modulators of Cytosolic Chaperonin Activity; purified chaperonin ATPase assay, HTRF ADP detection, 30 min; activity change, % (test concentration not listed), hits read low; 360,000 compounds, 0.3% hits; AID 651819, 2012; in the data active = activity change below about -30%; also: % is scaled to controls: 0 for no effect and ±100 for the full control effect
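First, chaperonin was dispensed at 40 nM or 20 nM final depending on batch activity. Next, compounds were pinned at 76 uM and ATP added at 10 uM. After 30 min at 37 °C, ADP detection reagents ran 30 min at ambient temperature.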
TGFb inhibitor: qHTS for Inhibitors of TGF-b; AID 588855, 2011; HepG2 CAGA-GFP TGF-b/SMAD3 reporter, GFP fluorescence, 18 h; TGF-beta stimulated, 500 pg/mL final; Potency, µM (doses to about 46.1 µM), for the others: top-dose activity, negative = inhibition, hits mostly inhibitors; 410,000 compounds, 1.2% hits; also: potency is read from the fitted curve at half-maximal effect; % is scaled to controls: 0 for no effect and ±100 for the full control effect; nearly all actives have a fitted effect of over 65% in size
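Smad-responsive CAGA-GFP expression was quantified in HEPG2 cells exposed to compounds and 500 pg/mL final TGF-beta for 18 h at 37 degrees C; unstimulated wells defined full inhibition.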
MmCpn inh: Inhibitors of TCP-1 ring complex (TRiC) of Methanococcus maripaludis (MmCpn): qHTS; Chaperonin Mm-Cpn (Methanococcus maripaludis); purified Mm-Cpn ATPase, ADP Transcreener TR-FRET; Potency, µM (series often up to 76.9 µM), for inactives: top-dose activity, negative = inhibition, most hits filed as inhibitors; 330,000 compounds, 0.031% hits; also: potency is read from the fitted curve at half-maximal effect; % is scaled to controls: 0 for no effect and ±100 for the full control effect; nearly all actives have a fitted effect of over 80% in size
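Reaction buffer contained 30 mM Tris pH 7.4, 100 mM KCl, 5 mM MgCl2 and 1 mM DTT. Mm-CPN (25 nM final) hydrolysed 10 uM ATP over 30 min at 37°C; ADP was read by HTRF.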
Abeta rescue: qHTS for compounds that reverse cellular toxicity of Amyloid beta (A-beta) peptide in yeast: Primary Screen. AID 1347071, 2019. 410,000 compounds, 0.063% hits. yeast expressing A-beta42, growth rescue, OD600, 48 h; response scale: 0% DMSO, 100% iron-clioquinol control. Potency, µM (doses to about 46.1 µM), inactives show top-dose growth rescue, most hits filed as activators; also: potency is read from the fitted curve at half-maximal effect; nearly all actives have a fitted effect of over 55% in size
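Growth rescue measured by 600 nm absorbance after 48 h yeast culture at 30 C with compound. Values normalized between DMSO and an equimolar ferric chloride plus clioquinol control.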
Akt phos inh: HTS Assay for Inhibitors of Akt Phophorylation: Primary Screen; activity change, % for hits at 50 µM; 360,000 compounds, 0.32% hits; Neuro2A IGF-stimulated pAkt S473 HTRF, 20 min; hits give low values; in the data active = activity change below about -80%; inconclusive = mostly about -51% to -80%; also: % is scaled to controls: 0 for no effect and ±100 for the full control effect
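Neuro2A cells in DMEM with 0.5% FBS, overnight at 37 deg C, given compound at single 50 µM final, then IGF (6 nM final) for 20 min at 37 deg C. Lysed; phospho-Akt Ser473 by HTRF after 24 h, 665/615 ratio.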
A549 tox: Nrf2 qHTS screen for inhibitors: counterscreen for cytotoxicity. A549 ARE-Fluc cells, CellTiter-Fluor viability, 18-24 h. Potency, µM (highest dose often 46 µM), for the others: top-dose activity change, negative = cytotoxicity, most hits filed as inhibitors. 390,000 compounds, 0.16% hits. AID 504648, 2011; also: potency is read from the fitted curve at half-maximal effect; % is scaled to controls: 0 for no effect and ±100 for the full control effect
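Cytotoxicity counterscreen: CellTiter-Fluor fluorescence was measured in A549 ARE_Fluc cells after 18-24 h of compound exposure in a concentration series. The subsequent BugLite luminescent read reports ARE-luciferase activity.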
Nrf2 activator: qHTS of Nrf2 Activators; AID 624171, 2012; AREc32 ARE-luciferase reporter (MCF7-derived line), luminescence, 24 h; 410,000 compounds, 0.31% hits; Potency, µM (series often up to 46.1 µM), for the others: at the top dose activation, actives largely listed as activators; also: potency is read from the fitted curve at half-maximal effect; % of control where 0% means no effect; nearly all actives have a fitted effect of over 65% in size
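AREc32 cells carrying an ARE-driven firefly luciferase, 1000 cells/well in OPTI-MEM with 5% FBS, dosed after overnight attachment and incubated 24 hr at 37 deg C. Steady-Glo luminescence read after 30 min at RT.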
The depositor's hits bear a star; i = inactive; ? = inconclusive; · = no result given; [ ] = another dose, or the depositor's remark. Unless noted, calls follow the shape of the dose curve; as a rule, active = well fitted curve in the direction sought with a large enough effect; inconclusive = small, poorly fitted or top-dose-only effect, or another doubt; inactive = no such curve, though single readings can be large; an effect the other way counts as inactive or inconclusive.

SMILES	HepG2 tox	Nrf2 block	CCT modulator	TGFb inhibitor	MmCpn inh	Abeta rescue	Akt phos inh	A549 tox	Nrf2 activator
CC(C)C[C@@H]1CN=C(N)N1C[C@@H]1CCCN1C[C@H](C)N1C[C@@H](Cc2ccccc2)N(CCCC2CCCC2)C1=N	-13%	-3%	-0.2	-2%	0%	-11%	i	5%	-0.7%
COc1cc(/C=N\NC(=O)CNC(=O)C(c2ccccc2)c2ccccc2)ccc1O	-69%	5%	0.5	-12%	-7%	-5%	i	4%	0.5%
O=c1[nH]c(C2CCCN(S(=O)(=O)c3ccccc3Cl)C2)nc2c1nnn2Cc1ccc(OC(F)(F)F)cc1 (stereo not given)	6%	-8%	·	30%	·	-20%	·	-1%	-0.2%
COc1cc(OC)nc(NC(=O)NS(=O)(=O)c2ccc(F)cc2)n1	6%	8%	0.2	-4%	4%	-8%	i	-7%	-0.4%
CCCCOCCOCCOCCCC	12%	0%	-1.8	22%	1%	5%	i	-2%	0.6%
CCOc1ccccc1C(=O)N(Cc1ccc(C)o1)C1CCS(=O)(=O)C1 (stereo not given)	6%	21%	0.1	-4%	-4%	10%	i	0%	-0.3%
COc1ccc(OCc2cccc(C(=O)NN)c2)cc1	4%	?	1.7	-3%	-2%	0%	i	1%	-2.9%
COc1ccc(NC(=O)CN2C(=O)C(c3ccc(C)cc3)=NC23CCCCCC3)cc1Cl	-7%	24%	·	·	·	6%	·	-23%	3.4%
COC/C=C/C1=CC2=CC(=O)C(C)(OC(=O)c3cnc4ccccc4n3)C(=O)C2=CN1C1CC1 (stereo not given)	-5%	5%	-2.6	?	·	2%	i	-10%	?
O=C(NC1CCCC1)C(c1cccs1)N(Cc1ccco1)C(=O)c1csnn1 (stereo not given)	0%	1%	0.3	35%[activator]	0%	15%	i	2%	0.2%

A run of entries from the list above, as a working copy:
SMILES	HepG2 tox	Nrf2 block	CCT modulator	TGFb inhibitor	MmCpn inh	Abeta rescue	Akt phos inh	A549 tox	Nrf2 activator
CC(C)C[C@@H]1CN=C(N)N1C[C@@H]1CCCN1C[C@H](C)N1C[C@@H](Cc2ccccc2)N(CCCC2CCCC2)C1=N	-13%	-3%	-0.2	-2%	0%	-11%	i	5%	-0.7%
COc1cc(/C=N\NC(=O)CNC(=O)C(c2ccccc2)c2ccccc2)ccc1O	-69%	5%	0.5	-12%	-7%	-5%	i	4%	0.5%
O=c1[nH]c(C2CCCN(S(=O)(=O)c3ccccc3Cl)C2)nc2c1nnn2Cc1ccc(OC(F)(F)F)cc1 (stereo not given)	6%	-8%	·	30%	·	-20%	·	-1%	-0.2%
COc1cc(OC)nc(NC(=O)NS(=O)(=O)c2ccc(F)cc2)n1	6%	8%	0.2	-4%	4%	-8%	i	-7%	-0.4%
CCCCOCCOCCOCCCC	12%	0%	-1.8	22%	1%	5%	i	-2%	0.6%
CCOc1ccccc1C(=O)N(Cc1ccc(C)o1)C1CCS(=O)(=O)C1 (stereo not given)	6%	21%	0.1	-4%	-4%	10%	i	0%	-0.3%
COc1ccc(OCc2cccc(C(=O)NN)c2)cc1	4%	?	1.7	-3%	-2%	0%	i	1%	-2.9%
COc1ccc(NC(=O)CN2C(=O)C(c3ccc(C)cc3)=NC23CCCCCC3)cc1Cl	-7%	24%	·	·	·	6%	·	-23%	3.4%
COC/C=C/C1=CC2=CC(=O)C(C)(OC(=O)c3cnc4ccccc4n3)C(=O)C2=CN1C1CC1 (stereo not given)	-5%	5%	-2.6	?	·	2%	i	-10%	?
O=C(NC1CCCC1)C(c1cccs1)N(Cc1ccco1)C(=O)c1csnn1 (stereo not given)	0%	1%	0.3	35%[activator]	0%	15%	i	2%	0.2%

The list goes on.
SMILES	HepG2 tox	Nrf2 block	CCT modulator	TGFb inhibitor	MmCpn inh	Abeta rescue	Akt phos inh	A549 tox	Nrf2 activator
C=CCNc1sc(C(=O)c2ccccc2)c(N)c1C#N	3%	·	-3.3	-66%	-1%	3%[9.22 µM]	i	-2%	25%
CCn1cc(C(=O)OCC(=O)Nc2cccc(C(C)=O)c2)c(=O)c2ccc(C)nc21	7%	-6%	·	16%	·	-21%	·	11%	-0.2%
Cc1ccc(Nc2nc(C)c3c(n2)CC(C)CC3=O)c(C)c1 (stereo not given)	-1%	-16%	-29	1%	0%	-31%[inhibitor]	i	-2%	-0.7%
N=C1/C(=C\c2ccc(OC(=O)c3ccc(F)cc3)cc2)C(=O)N=C2SC(N3CCCC3)=NN12	7%	?	0.4	-1%	-2%	-3%	i	8%	0.9%
Cc1cc(C)c(NC(=O)CSc2ccc(-c3sc(-c4ccccc4)nc3C)nn2)c(C)c1	-2%	4%	·	36%[activator]	·	-10%	·	9%	0.5%
Cc1c(NC(=O)C2CC(c3cccc(Br)c3)=NO2)c(=O)n(-c2ccccc2)n1C (stereo not given)	-2%	-10%	-0.3	-24%	0%	3%	i	0%	-0.6%
CN(C)/C=N/c1[nH]ncc1C#N	30%	1%	-1.7	63%[activator]	-1%	-9%	i	7%	-0.9%
CCN(CC)C(=O)C1CC(=O)OC1(C)C (stereo not given)	4%	2%	-2.8	-2%	1%	-3%	i	0%[1.84 µM]	-0.4%
CCOc1cc2c(cc1OCC)C(CC(=O)O)N(C(=O)Nc1ccc(Br)c(C)c1)CC2 (stereo not given)	-61%	·	·	20%	·	-1%	·	8%	0.1%
CCCCSCCCNC(=O)C1CCN(Cc2nc(-c3cccc(Br)c3)oc2C)CC1	-1%	6%	·	0%	·	-14%	·	14%	-0.2%
Cc1ccc2sc(N(CCCN(C)C)C(=O)c3ccc(S(=O)(=O)N(C)Cc4ccccc4)cc3)nc2c1C	-96%	1%	2.6	?	0%	-75%[inhibitor]	i	?	-0.9%

Hits appear at their usual frequency. Share with any hit: about 4.3%.
